Compound activity from PubChem BioAssay.
Pf gametocyte – kills late stage P. falciparum gametocytes; P. falciparum stage V gametocytes, ATP luminescence, 24 h; inhibition, % at 10.9 µM; 0.065% of 150,000 active;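 active = inhibition above the mean plus 3 SD of compounds within the control limits, set per campaign, cut at about 38% in these data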;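 note: 0% = DMSO wells and 100% = medium only without gametocytes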
Avidin fluor – avidin bead compound fluorescence profile. fluorescence (KMESF) at 10 µM. AID 1775. 0.38% of 220,000 active. Avidin beads, compound fluorescence 488/530 nm, flow cytometry; stronger effect = higher value; in the data active = fluorescence above about 47; note: inactives centre near 10
Starred values were filed as active, the others as inactive.

The line under a structure holds: Pf gametocyte, Avidin fluor
CCCC1c2ccsc2CCN1C(=S)NC (stereo not drawn)
→ 11, 6
CCOC(=O)c1cc(C#N)c(N2CCNCC2)nc1C(F)(F)F
→ -4, 5
Cc1ccc(S(=O)(=O)N(C)C)cc1NC(=O)c1sccc1Cl
→ 17, 6
Cc1ccc(C(O)P(=O)(OCc2ccccc2)c2ccc(N(C)C)cc2)cc1 (stereo not drawn)
→ -12, 5
CCCC(=O)Nc1ccccc1-c1nnc(SCC)[nH]c1=O
→ 1, 7
C=C1C(C(=O)Nc2ccc(OC)cc2)C1C(=O)Nc1ccc(OC)cc1 (stereo not drawn)
→ 2, 6
CC(=O)NC(=S)Nc1ccc(S(=O)(=O)Nc2ncccn2)cc1
→ -9, 8
CN(C)c1cccc2c1c(NC(=O)Nc1ccccc1)nn2C
→ -2, 3
Cc1cc(Nc2ccccc2)n2nc(C)c(-c3ccccc3)c2n1
→ -4, 9
N/C(=N\O)c1cccc(CS(=O)(=O)c2ccccn2)c1
→ -25, 8
Cc1ccc(/C=C/C(=O)Nc2ccc(O)c3c(=O)cc(-c4ccccc4Cl)oc23)cc1
→ 7, 11
O=C(Nc1ccc(F)cc1F)N1CCCN(c2ccc(C(F)(F)F)cn2)CC1
→ 4, 7
Cc1ccc(S(=O)(=O)CCN2CCC(n3cccc3)CC2)cc1
→ -2, 3
CC(C)OP(=O)(c1ccc(N(C)C)cc1)C(Nc1ccccc1)c1ccccc1 (stereo not drawn)
→ -19, 6
Cn1cnnc1SCC(=O)Nc1cc(S(=O)(=O)N2CCCCC2)ccc1Cl
→ -9, 4
COc1cc(/C(C)=N/NC(=O)CSc2nc3ccccc3[nH]2)ccc1O
→ 13, 8
O=C1/C(=C\c2ccccn2)SC(=S)N1c1ccc(S(=O)(=O)Nc2nccs2)cc1
→ 19, 6
Oc1ccccc1/C=N/NC(=S)NC1CC2C=CC1C2 (stereo not drawn)
→ 1, 7
OC(CNCc1ccc2c(c1)OCO2)COc1ccccc1 (stereo not drawn)
→ -25, 4
CC(=O)N1N=C(c2ccc(C)cc2)CC1c1ccc2c(c1)OCO2 (stereo not drawn)
→ -22, 8
COc1ccc(C(=O)N/C(=C\c2cn(C)c3ccccc23)C(=O)OCCN(C)C)cc1
→ 12, 7
Cc1cc(O)c(C(C)C)cc1N=Cc1ccccc1O
→ -21, 9
CC(C)(C)c1cc(-c2n[nH]c(=S)n2-c2ccc(Cl)cc2)n[nH]1
→ 10, 7
CC1(C)C(=O)OC(c2ccccc2)C(C)(C)C1=O (stereo not drawn)
→ 10, 5
CC(=C1C(=O)c2ccccc2C1=O)N1CCN(c2ccc(F)cc2)CC1
→ -2, 4
CCCCCC(=O)Nc1cccc(C2=NOC3(C2)C[C@H](C(N)=O)N(C(=O)[C@H]2CCC(=O)N2)C3)c1 (stereo partly drawn)
→ 6, 7
O=S1(=O)[C@H]2C[C@@H]3CC[C@]2(CN1Cc1cccc(F)c1)O3
→ 1, 14
O=C(COC(=O)c1cc(=O)[nH]c2ccccc12)c1ccc(Br)cc1
→ -13, 6
Cc1[nH]c(=O)[nH]c(=O)c1/C=N/NC(=O)CCCCCNC(=O)OC(C)(C)C
→ -9, 4
COc1ccc(N=Nc2c(N)n[nH]c2N)cc1
→ -3, 3
CC1(C)CC(=O)c2c(S(C)(=O)=O)sc(Br)c2C1
→ 2, 5
CSCCOC(=O)COc1ccc(/C=N/NC(=O)c2c(Cl)cnn2C)cc1
→ -45, 6
O=C(O)CCC(=O)Nc1ccc(-n2ccc(C(F)(F)F)n2)cc1
→ 0, 6
Cc1ccc(S(=O)(=O)N(C)CC(=O)OCC(=O)Nc2ccccc2)cc1
→ 5, 5
COc1ccc(CC(=O)NNC(=O)c2c(-c3ccccc3Cl)noc2C)cc1OC
→ 6, 5
Cc1ccc(S(=O)(=O)N2CCOCC2)cc1C(=O)N1CCN(S(=O)(=O)c2cccs2)CC1
→ -12, 23
CN(C)S(=O)(=O)c1cccc(NC(=O)COC(=O)COc2ccc(Br)cc2)c1
→ 32, 20
O=C(O)CCC(=O)NN1C(=O)c2ccccc2NC1c1ccc(F)cc1 (stereo not drawn)
→ 12, 8
CC(/C=C/c1ccco1)=N/NC(=O)C1COc2ccccc2O1 (stereo not drawn)
→ 2, 8
COc1cc(NC(=O)CSc2cc(C)c3cc(C)cc(C)c3n2)c(C(=O)O)cc1OC
→ -7, 6
O=C(NCCc1ccccc1)C(=O)NCC1OCCN1S(=O)(=O)c1ccccc1 (stereo not drawn)
→ -28, 7
CCCN1C2CCCC1CC(NC(=S)Nc1cccc(C)c1C)C2 (stereo not drawn)
→ 4, 8
N#C/C(=C(/O)COC(=O)COc1cccc(Br)c1)c1nc2ccccc2[nH]1
→ 2, 5
COC(=O)C(NC(C)=O)(Nc1cc(C)ccn1)C(F)(F)F (stereo not drawn)
→ 11, 9
Cc1c(NC(=O)c2cc3c(=O)n4ccccc4nc3s2)c(=O)n(-c2ccccc2)n1C
→ 1, 7
COc1ccc(NC(=O)/C(C#N)=C/c2ncc([N+](=O)[O-])n2C)c(OC)c1
→ -9, 6
CN(NC(=O)c1ccccc1Cl)c1ncc(C(F)(F)F)cc1Cl
→ -18, 6
CCOC(=O)c1cc(=O)c2ccc(OCC(=O)Nc3ccc(F)cc3)cc2o1
→ 0, 5
COc1ccc(C(CCNCc2ccc(N(C)C)cc2)C(C)C)cc1 (stereo not drawn)
→ -24, 4
CC(CC(=O)O)n1nnc2ccccc21 (stereo not drawn)
→ 17, 11
Cc1ccc(Cc2cc(-c3ccc(C)cc3)n[nH]c2=O)cc1
→ -4, 9
COC(=O)c1cc(NC(=O)c2cc(C(C)(C)C)nn2Cc2cccc(C)c2)ccc1N1CCOCC1
→ -8, 7
COc1ccc(CCNC(=O)Cn2ccc3c(OC)cccc3c2=O)cc1OC
→ 0, 5
CC12CCC(C1)C(C)(C)C2OC(=O)c1ccccc1C(=O)O (stereo not drawn)
→ 3, 5
C/C(Cc1ccccc1)=N\NC(=O)CNC(=O)c1ccc2c(c1)OCCO2
→ -4, 3
O=[N+]([O-])c1cccc(/C=N/n2cnnc2)c1
→ 23, 7
CCOc1ccc(-n2c(C)c(C(=O)OC)c3cc(O)ccc32)cc1
→ 8, 7
COc1ccc(N(CC(=O)N2CCN(Cc3ccc4c(c3)OCO4)CC2)S(=O)(=O)c2ccc(F)cc2)cc1
→ 19, 6
CC(C)C(NC(=O)c1ccc(C(C)(C)C)cc1)C(=O)NCC(c1ccccc1)N(C)C (stereo not drawn)
→ -13, 6
CCC(C)(C)C1CCc2[nH]nc(C(=O)NN)c2C1 (stereo not drawn)
→ -23, 8

Profiles, looked up by structure.
CCOC(=O)c1cc(=O)c2ccc(OCC(=O)Nc3ccc(F)cc3)cc2o1 is listed as Pf gametocyte = 0; Avidin fluor = 5
N#C/C(=C(/O)COC(=O)COc1cccc(Br)c1)c1nc2ccccc2[nH]1 is listed as Pf gametocyte = 2; Avidin fluor = 5

(more compounds)
The line under a structure holds: Pf gametocyte, Avidin fluor
OCc1nc2ccccc2n1Cc1c(F)cccc1Cl
→ -12, 6
CCOC(=O)CN(C(=O)COc1nc(-c2ccccc2)cc(C)c1C#N)c1cccc(OC)c1
→ -8, 7
Oc1ccccc1OCCOc1ccccc1OCCOc1ccccc1O
→ 6, 9
Cc1cccc(OCc2nnc(SCC(=O)N3c4ccccc4CCc4ccccc43)o2)c1
→ -33, 19
COc1cc(/C=N\NC(=O)c2ccccc2F)ccc1Oc1ccc([N+](=O)[O-])cn1
→ -1, 23
Nc1nc(NCC2CCCO2)nc(Nc2cccc(Cl)c2)c1[N+](=O)[O-] (stereo not drawn)
→ -1, 3
C=CCSc1ncnc2c1oc1nc3c(cc12)COC(C)(C)C3
→ 4, 3
CCCOc1ccc(N2C(=O)CC(NCCNc3ccc([N+](=O)[O-])cn3)C2=O)cc1 (stereo not drawn)
→ -42, 4
Oc1c(Br)cc(Br)cc1C=Nc1ccc2[nH]ncc2c1
→ 12, 9
Clc1ccc(/C=N/N2CCCCC2)cc1
→ -1, 8
CC1(C(=O)N2CC3(CC(c4cccc(NC(=O)COc5ccc(Cl)cc5)c4)=NO3)C[C@@H]2C(N)=O)CC1 (stereo partly drawn)
→ -29, 13
Cc1csc(NC(=O)c2ccncc2)n1
→ -3, 5
O=C(CCCCC(=O)N1CCOCCOCCOCC1)OCc1ccccc1
→ 9, 7
Fc1ccc(C2c3[nH]c4ccccc4c3CCN2CCCn2cccn2)cc1 (stereo not drawn)
→ 2, 5
O=C(N/N=C/c1ccc([N+](=O)[O-])cc1)c1cnccn1
→ 9, 7
O=S1(=O)CC(O)C(N=Nc2c(O)n(Cc3ccccc3)c3ccccc23)C1 (stereo not drawn)
→ 1, 5
c1ccc(Cn2nnc3c(NCc4ccc5c(c4)OCO5)ncnc32)cc1
→ -7, 8
CC(C)CCN1NC2(CCC(C)CC2)NC1=S (stereo not drawn)
→ 1, 9
N=C1/C(=C\c2ccc(-c3ccc(C(=O)O)cc3)o2)C(=O)N=C2SC=C(c3ccccc3)N12
→ -11, 7
CSC1=N/C(=C\c2ccc(Cl)cc2)C(=O)N1N(C)C
→ 8, 7
CCC(C)NC(=O)c1ccc2c(Cl)c3c(nc2c1)CCC3 (stereo not drawn)
→ 8, 6
CS(=O)(=O)NNC(=O)c1sccc1OCc1ncc(C(F)(F)F)cc1Cl
→ 0, 19
CN(C)CCNC(=O)C(=O)NCC1OCCN1S(=O)(=O)c1ccc2c(c1)OCCO2 (stereo not drawn)
→ 6, 9
Cc1ccc(S(C)(=O)=NS(=O)(=O)c2cccc3nsnc23)cc1 (stereo not drawn)
→ 3, 7
CC(C)CCC(CC(C)O)C(=O)NNC(=S)Nc1ccccc1 (stereo not drawn)
→ -1, 9
COc1ccc(-c2c[n+](CC(=O)N3c4ccccc4Sc4ccccc43)c3n2CCC3)cc1
→ -17, 6
CC(C)N(Cc1ccccc1)C(=O)c1ccc2nsnc2c1
→ -5, 11
Cc1ccc(-c2nnc(N3CCCCC3)c3ccccc23)cc1
→ -1, 6
COc1ccc(Cc2noc(CN(C)CCc3ccccc3)n2)cc1OC
→ 4, 4
CC(C)c1ccc2[nH]c3c(c2c1)CCC/C3=N\NC(=O)c1ccncc1
→ -2, 4

Exported as labelled records: entries from further up.
Cc1ccc(S(C)(=O)=NS(=O)(=O)c2cccc3nsnc23)cc1 (stereo not drawn)
  Pf gametocyte: 3	Avidin fluor: 7

Oc1ccccc1OCCOc1ccccc1OCCOc1ccccc1O
  Pf gametocyte: 6	Avidin fluor: 9

The results go on.
The line under a structure holds: Pf gametocyte, Avidin fluor
CC(C)(C)NC(=O)COC(=O)c1ccccc1Oc1ccccc1
→ 0, 23
COc1ccc(NC(=O)c2ccc(S(=O)(=O)N3CCCCCC3)cc2)c(OC)c1
→ 3, 7
COC(=O)c1ccc(C2c3c(oc4ccc(Cl)cc4c3=O)C(=O)N2CCN2CCOCC2)cc1 (stereo not drawn)
→ 2, 7
COc1ccc(S(=O)(=O)N(C)c2ccc(C(=O)N3CCCCC3)cc2)cc1OC
→ 6, 9
N=c1n(CCN2CCCCC2)c2ccccc2n1CC(=O)c1cccs1
→ 13, 3
Cc1ccc(CSc2nnc(CCNC(=O)OC(C)(C)C)o2)cc1
→ 11, 5
COC(=O)c1sccc1NC(=S)NCc1ccc(Cl)cc1
→ -27, 10
S=c1[nH]nc(-c2cccs2)n1/N=C/c1cn(-c2ccccc2)nc1-c1cccs1
→ -8, 6
NS(=O)(=O)c1ccc(CCNS(=O)(=O)c2cccc(C(=O)O)c2)cc1
→ -7, 8
Cc1nc(Cl)nc(N(C)c2ccccc2)c1[N+](=O)[O-]
→ -4, 7
COc1ccccc1Oc1ccccc1[N+](=O)[O-]
→ -9, 6
COc1ccc(-c2nn(CCC#N)cc2C=C(C#N)C#N)cc1
→ 15, 8
Cc1ccc(SCc2noc(-c3c(C)noc3C)n2)cc1
→ 7, 7
Cn1c(N)c(C(=O)N/N=C/c2ccccc2)sc1=S
→ -33, 6
Cc1ccc(S(=O)(=O)C2(S(=O)(=O)c3ccc(C)cc3)CC2)cc1
→ -11, 7
COc1cc(C(CCN2CCCC2)c2c(OC)cc(OC)c3ccc(=O)oc23)cc(OC)c1OC (stereo not drawn)
→ 7, 10
O=C(NCc1csc(-c2ccccc2)n1)c1cc(F)cc2c1OCOC2
→ -27, 4
C=CCNC(=S)Nc1sc2c(c1C(N)=O)CCCC2
→ 12, 8
COc1ccc(NC(=O)CCN2C(=O)[C@@H]3[C@H](C2=O)[C@H]2C=C[C@@H]3C2)cc1
→ -10, 7
COc1ccc(C(=O)CN2C(=O)c3ccccc3S2(=O)=O)cc1
→ 1, 5
CCN(CC)CCN1C(=O)C(=O)/C(=C(/O)c2ccc(C)cc2)C1c1cccnc1 (stereo not drawn)
→ -11, 8
CCNC(=O)c1ccccc1-c1nc(-c2ccccc2OC)no1
→ -16, 15
Cc1ccnc2nc(C(=O)Nc3nc4ccccc4s3)nn12
→ 1, 7

5 entries picked at random from those above, as already listed:
The line under a structure holds: Pf gametocyte, Avidin fluor
COc1ccc(NC(=O)c2ccc(S(=O)(=O)N3CCCCCC3)cc2)c(OC)c1
→ 3, 7
COc1ccc(S(=O)(=O)N(C)c2ccc(C(=O)N3CCCCC3)cc2)cc1OC
→ 6, 9
COc1ccc(C(=O)CN2C(=O)c3ccccc3S2(=O)=O)cc1
→ 1, 5
COc1ccc(NC(=O)CCN2C(=O)[C@@H]3[C@H](C2=O)[C@H]2C=C[C@@H]3C2)cc1
→ -10, 7
Cc1ccc(SCc2noc(-c3c(C)noc3C)n2)cc1
→ 7, 7

The list is partial, so the mix of outcomes need not match the whole.
